# eLon inh: inhibitors of E. coli Lon protease, primary screen, biochemical, fluorescence polarization; 0.42% of 360,000 active; inhibition, % at 7.94 µM; P0A9M0; purified E. coli Lon protease; AID 602123, 2011; in the data active means inhibition above about 13%, passing the limit was not always enough;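 further: 0% = enzyme with probe and DMSO and 100% = no enzyme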
# MsrA inhibitor: bovine MsrA enzyme inhibitors, primary screen, biochemical, absorbance, HTS; Methionine sulfoxide reductase A (Bos taurus); purified bovine MsrA, absorbance read-out; inhibition, % at 15.5 µM; 0.75% of 360,000 active; in the data active means inhibition above about 4.5%;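 further: 0% = vehicle wells with enzyme and 100% = reference inhibitor wells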
# Neddyl block: inhibitors of cullin neddylation, primary screen, biochemical, TR-FRET, uHTS, NAE and Ubc12; NEDD8-conjugating enzyme Ubc12 (Homo sapiens) + NEDD8-activating enzyme E1 regulatory …; calls only at 25 µM; 0.58% of 360,000 active; AID 651699, 2012; in the data active means inhibition above about 36%
# Target sequence (P61081 whole entry, looked up): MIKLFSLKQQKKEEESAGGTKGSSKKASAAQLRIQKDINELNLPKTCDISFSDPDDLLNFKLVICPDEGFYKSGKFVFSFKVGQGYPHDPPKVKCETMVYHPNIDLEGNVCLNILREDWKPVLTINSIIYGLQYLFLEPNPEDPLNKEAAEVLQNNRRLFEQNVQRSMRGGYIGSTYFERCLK
# Target sequence (Q13564 whole entry, looked up): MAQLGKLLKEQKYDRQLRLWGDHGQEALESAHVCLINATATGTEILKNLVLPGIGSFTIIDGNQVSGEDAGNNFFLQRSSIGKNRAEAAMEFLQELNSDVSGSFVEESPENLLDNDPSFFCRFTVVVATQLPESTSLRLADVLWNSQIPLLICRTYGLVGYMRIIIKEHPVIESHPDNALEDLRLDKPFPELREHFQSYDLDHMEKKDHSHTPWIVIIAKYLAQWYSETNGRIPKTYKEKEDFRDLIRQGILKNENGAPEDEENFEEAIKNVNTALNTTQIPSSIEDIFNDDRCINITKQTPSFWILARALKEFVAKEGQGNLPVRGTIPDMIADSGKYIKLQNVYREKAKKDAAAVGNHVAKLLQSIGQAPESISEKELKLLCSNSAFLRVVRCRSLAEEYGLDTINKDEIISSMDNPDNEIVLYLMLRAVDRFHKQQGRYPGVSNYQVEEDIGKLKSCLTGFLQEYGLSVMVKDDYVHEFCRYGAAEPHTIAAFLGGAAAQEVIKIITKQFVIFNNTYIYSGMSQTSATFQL
# FAS TE block: FAS thioesterase domain inhibitors, primary screen, biochemical, fluorescence intensity, uHTS | recombinant FAS-TE, OMFH fluorogenic substrate, fluorescence endpoint | AID 602261, 2012 | inhibition, % at 15 µM | Fatty acid synthase (Homo sapiens), P49327 | 0.67% of 360,000 active;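 active means compounds whose normalised, plate-corrected inhibition of enzyme fluorescence in the single-dose primary screen is 50% or more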;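 further: 0% = DMSO with enzyme and 100% = substrate without enzyme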
# MT1-MMP act inh: blockers of MT1-MMP proenzyme processing, primary screen, HT1080 RFP-PRO-GFP cells, GFP/RFP fluorescence; Matrix metalloproteinase-14 (Homo sapiens), P50281; GFP/RFP ratio fluorescence, overnight; percent of plate control window, DMSO zero; GFP/RFP ratio change, % at 20 µM; 0.061% of 360,000 active;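 active means GFP/RFP ratio change of at least 30% with cell ATP level not reduced by more than half and red fluorescence within 50% of control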; further: strong numbers were not always called active
#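 Assay system: RFP-PRO-GFP reporter HT1080 cells; read-out basis: GFP/RFP fluorescence ratio; benchmarks: DMSO wells and RFP-L50D-GFP cells; doses: 20 µM single dose, 1% DMSO; schedule: overnight cell settling, then overnight compound exposure, 37 °C, 5% CO2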
# MsrA act: bovine MsrA enzyme activators, primary screen, biochemical, absorbance, HTS. purified bovine MsrA, absorbance read-out. 0.3% of 360,000 active. AID 602163, 2012. activation, % at 10.6 µM. Methionine sulfoxide reductase A (Bos taurus); in the data active means activation above about 7.5%;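 further: 0% = vehicle and 100% = reference activator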
# Rin1-Abl PPI inh: inhibitors of Rin1-Abl protein binding, primary screen, biochemical, TR-FRET; Tyrosine-protein kinase ABL1 (Homo sapiens) + Ras and Rab interactor 1 (Homo sapiens), …; inhibition, % at 7.35 µM; 0.4% of 360,000 active; AID 588664, 2011; in the data active means inhibition above about 5%, passing the limit was not always enough
# NRP1-CendR mod: modulators of CendR peptide binding to NRP-1, primary screen, biochemical, fluorescence polarization, uHTS; 0.85% of 360,000 active; FAM-RPARPAR peptide binding to NRP-1; inhibition, % at 25 µM; AID 602438, 2012; Neuropilin-1 (Homo sapiens), O14786;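 active means inhibition or corrected inhibition above about 18%, plus a signal ratio from 0.5 to 1.5, limit read from the data, passing the limit was not always enough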; further: strong numbers were not always called active
# SKN-1 block: suppressors of acrylamide-induced Pgst-4::GFP reporter in worms, primary screen, SKN-1 inhibitor project, whole organism, uHTS, GFP/RFP fluorescence ratio, strain VP596; C. elegans VP596 Pgst-4::GFP/RFP ratio, 24 h; inhibition, % at 21.8 µM; 0.49% of 360,000 active;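 active means interference check ratio from 0.5 to 1.5 plus GFP to RFP signal ratio inhibition reaching or exceeding a fixed threshold, cut at about 30% in these data, passing the limit was not always enough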; further: some compounds called inactive have numbers as strong as hits
# An asterisk follows results filed as active; i = inactive; x = not tested or not shown.
# Preview, five compounds:
SMILES,eLon inh,MsrA inhibitor,Neddyl block,FAS TE block,MT1-MMP act inh,MsrA act,Rin1-Abl PPI inh,NRP1-CendR mod,SKN-1 block
CCc1ccc(CCC(=O)Nc2ccc(C)c(C)c2)o1,-1,-0.4,i,4,8,-11,0,-7,-2
c1ccc2c(c1)OCc1cn[nH]c1-2,0,1.8,i,-9,3,-4,-4,-4,1
COc1ccc2c(Cl)c(C(=O)OCC(=O)c3ccc4c(c3)NC(=O)CO4)sc2c1Cl,0,-0.2,i,-3,2,-7,-2,-13,0
CCOC(=O)c1c(C)[nH]c(C(=O)OC)c1CCC(=O)OC,-9,-0.5,i,-2,3,-1,4,16,0
CC12COC3(C(=O)Nc4ccc(F)cc4)CC1CCC32C (centres undefined),-2,0.8,i,-1,2,-4,-1,14,0

# Main list, from the start:
SMILES,eLon inh,MsrA inhibitor,Neddyl block,FAS TE block,MT1-MMP act inh,MsrA act,Rin1-Abl PPI inh,NRP1-CendR mod,SKN-1 block
CCc1ccc(CCC(=O)Nc2ccc(C)c(C)c2)o1,-1,-0.4,i,4,8,-11,0,-7,-2
c1ccc2c(c1)OCc1cn[nH]c1-2,0,1.8,i,-9,3,-4,-4,-4,1
COc1ccc2c(Cl)c(C(=O)OCC(=O)c3ccc4c(c3)NC(=O)CO4)sc2c1Cl,0,-0.2,i,-3,2,-7,-2,-13,0
CCOC(=O)c1c(C)[nH]c(C(=O)OC)c1CCC(=O)OC,-9,-0.5,i,-2,3,-1,4,16,0
CC12COC3(C(=O)Nc4ccc(F)cc4)CC1CCC32C (centres undefined),-2,0.8,i,-1,2,-4,-1,14,0
COc1ccc(C(CCNCc2ccc(N(C)C)cc2)C(C)C)cc1 (centres undefined),5,0.0,i,-3,1,-6,0,0,-6
CN(c1ccc(OCCOc2ccccc2Cl)cc1)S(=O)(=O)c1ccccc1,0,1.0,i,30,-3,-7,3,-6,-5
Cc1cc(C)nc(SCC(=O)N/N=C/c2cc(C)n(-c3ccccc3C)c2C)n1,1,1.5,i,-1,5,-12,0,-3,-13
COc1ccc(C(=O)N2CCN(c3ccc([N+](=O)[O-])c(NCCc4ccc(OC)c(OC)c4)c3)CC2)cc1,-3,-0.7,i,31,-1,-3,-1,-10,-3
Cc1cc(Cl)ccc1OCC(=O)N(Cc1cccs1)C1CCS(=O)(=O)C1 (centres undefined),0,1.4,i,17,-1,-12,2,10,-7
COc1ccc(S(=O)(=O)Nc2cc(C(=O)NCCCOC(C)C)ccc2N2CCOCC2)cc1,7,-0.8,i,-3,1,-6,3,0,15
O=C(CN1C(=O)C2C3C=CC(C3)C2C1=O)Nc1ccc2nccnc2c1 (centres undefined),-2,1.3,x,-4,-3,-3,0,-8,-3
Cc1ccc(S(=O)(=O)NCc2c(-c3ccccc3)noc2C)cc1,-4,0.8,i,6,11,-11,-1,-1,-11
CC1C(=O)N(Cc2cn(Cc3ccco3)nn2)CCS(=O)(=O)N1Cc1ccc(-c2ccc(F)cc2Cl)cc1 (centres undefined),-6,0.5,i,18,-5,-1,1,-9,13
CCN=C1SC(CC(=O)NC(C)C)C(=O)N1CC (centres undefined),-3,0.7,i,-9,0,-7,-3,-7,16
Cc1cc(OCCNCCO)cc(C)c1Cl,-4,1.3,i,-5,2,-6,1,-3,-12
O=C(NCc1ccc2c(c1)OCO2)c1ccc(CSCc2ccc(Cl)cc2)o1,-4,1.3,i,15,-2,-9,-4,-19,2
CC(=O)c1ccc(NC(=O)CSc2cn[nH]n2)cc1,-1,1.0,i,-7,0,-1,3,4,-4
O=C(O)CSc1nnc(Cn2nnc3ccccc32)n1CCc1ccccc1,-7,0.9,i,-7,3,-11,1,-11,-18
CCCCNC(=O)c1onc(CCl)c1C(=O)OC,-1,0.3,i,-9,0,-4,4,19,-12
O=C(c1ccc(NS(=O)(=O)/C=C/c2ccccc2)cc1)N1CCCCC1,-1,3.2,i,-1,-2,-3,1,3,0
COc1cc(O)c2c(c1)OC(c1ccc(O)cc1)CC2=O (centres undefined),13,0.5,i,8,5,-8,-2,-9,0
O=[N+]([O-])c1ccc(N2CCOCC2)cc1NC(c1ccccc1)c1ccccc1,16,0.5,i,30,-2,-8,-6,5,-33
CCCCN(C(=O)c1ccc(-c2ccc(Cl)cc2)o1)c1c(N)n(CCC)c(=O)[nH]c1=O,-6,-0.4,i,-5,-7,-3,2,-4,3
COc1ccccc1N=Nc1ccc(N)c(C)c1,-2,-0.1,i,-2,0,-11,-2,2,20
CCOC(=O)NC(=O)/C(C#N)=C\Nc1ccc(Cl)cc1Cl,1,-0.8,i,-3,0,-10,-1,-4,5
CCN(CC1CCCO1)C(=O)c1cc(COc2ccccc2SC)on1 (centres undefined),-10,0.5,i,4,1,-4,0,-8,-16
c1ccc(-n2c(Cc3cccnc3)nc3cnccc32)cc1,0,-0.5,i,-3,2,-11,5,-3,14
S=C1NC2(CCCC2)N=C1c1ccccc1,8,-0.5,i,-3,3,-2,-1,-2,10
CSc1ccccc1NC(=O)CCn1c(=O)oc2ccccc21,-7,-1.0,i,-5,-3,-4,-2,-6,19
CC(=NNC(=O)c1ccncc1)c1cccc(Cl)c1,-15,0.6,i,-5,-2,-3,3,1,11
O=C(NC(=S)Nc1cccc2c(O)cccc12)c1cccc(Br)c1,-7,0.7,i,24,2,-1,-4,-18,41*
CCCn1c(=S)[nH]c2cc(C(=O)N3CCN(c4ccc(F)cc4)CC3)ccc2c1=O,-2,-1.7,i,55*,1,-3,0,-7,6
CCCCn1c(N)c(N(CCOC)C(=O)COC(=O)COc2cccc(C(C)=O)c2)c(=O)[nH]c1=O,-6,0.6,i,-7,3,-4,3,-4,0
CC(C)OCCCN1CN(S(=O)(=O)c2cccc(Cl)c2)c2nc3ccccc3nc21,-3,2.6,i,-2,-4,-3,1,-7,0
COc1cc([N+](=O)[O-])cc(/C=N/NC(=O)c2cc(-c3ccccc3)nc3ccccc23)c1O,-7,1.0,i,19,x,-11,-3,-102,-5
O=S(=O)(c1ccc2c(c1)OCCO2)N1CCCN(S(=O)(=O)c2c(F)cccc2F)CC1,-7,-0.3,i,22,1,2,2,4,2
C#CCNC(=O)C1=C[C@@H](c2ccc(C(F)(F)F)cc2)C[C@@H](OCCCCO)O1,-8,-0.2,i,-5,2,-4,4,5,3
CC(=O)c1ccc(OCCOc2ccc(Cl)c3cccnc23)cc1,6,-0.6,i,-4,-4,0,-3,-7,4
CCCC[C@@H]1CNCCN1CC1(c2ccccc2)CC1,5,0.6,i,-9,-6,-2,2,4,6
CCOC(=O)c1ccc(N2C(=O)C3C(/C=C/c4ccccc4)OC4(C(=O)c5ccccc5C4=O)C3C2=O)cc1 (centres undefined),15,1.0,i,31,9,-4,-1,-9,0
COc1ccc(C)cc1N1C(=N)/C(=C2/Nc3ccccc3S2)C(c2ccccc2)C1=O (centres undefined),0,1.3,i,42,-8,-7,-4,-7,9
CCCCOc1ccc(N(CC(=O)NC(C)C)C(=O)CCC(=O)Nc2ccccn2)cc1,-2,-0.1,i,2,0,-3,1,9,-1
O=C(CN1C(=O)/C(=C\c2cccc(Br)c2)Oc2ccccc21)NCC1CCCO1 (centres undefined),-2,3.4,i,1,1,-5,5,5,-6
Cc1ccc(Cc2c(C)nc3nc(SCC(=O)NCc4ccco4)nn3c2C)cc1,-1,-0.6,i,2,3,-5,0,-11,-1
Cc1ccc(C(C)C)c(OCCNS(C)(=O)=O)c1,3,-0.4,i,-8,-2,-3,-2,16,3
CC(C(=O)N1CCCCCC1)c1ccc([N+](=O)[O-])cc1 (centres undefined),1,-0.2,i,0,0,-9,-3,-1,-7
CCN(C[C@H]1N[C@@](Cc2ccccc2)(C(=O)OC)[C@H]2C(=O)N(C)C(=O)[C@@H]12)C(=O)c1ccc(F)cc1,-3,-0.3,i,1,0,6,3,-4,-4
Cn1c(=O)c2c(ncn2CC(=O)OCC(=O)c2ccc(Cl)cc2)n(C)c1=O,-7,-0.5,i,-8,-2,-2,-4,3,10
Cn1c(=O)oc2ccc(C(=O)CSc3nnnn3-c3ccccc3)cc21,-1,0.4,x,-4,-2,-1,-4,6,10
Cc1nc(-c2ccccc2)sc1C(=O)Nc1ccccc1F,-1,1.6,i,3,-5,-3,-1,6,20
O=C(Nc1ccccc1)N1CCN(c2ccc(F)cc2)CC1,4,-1.2,i,-4,5,-1,-2,2,-2
O=C(COc1ccc(Cl)cc1)NCCS(=O)(=O)N1CCN(c2ccc(F)cc2)CC1,14,0.0,i,9,11,0,-1,3,2
COc1ccc(NC(=S)NNc2ccc(C(=O)O)cc2)cc1,-2,3.2,i,-3,0,-4,3,-2,5
COc1ccc(C(=O)N(C)CC(=O)Nc2cccc(F)c2)cc1S(=O)(=O)NC1CCCC1,0,-0.5,i,-4,5,-5,2,6,-2
Cc1ccc(C(=O)ONc2ccc(N=O)cc2)cc1,-1,2.1,i,-157,1,-13,0,11,10
CC1(OC(=O)CCc2ccccc2)C(=O)C=C2C=C(c3ccc(C#N)cc3)N(C(CO)CO)C=C2C1=O (centres undefined),0,0.1,i,2,-2,-3,2,21,8
CCc1nnc(NC(=O)CSc2nnc(C(C)NC(=O)c3ccccc3)n2C)s1 (centres undefined),8,-0.7,i,-5,-1,-3,3,4,6
COc1ccc(NC(=O)CCc2nnc3ccc(NCc4ccco4)nn23)cc1OC,-2,-0.3,i,-3,8,-9,1,-8,-1
O=C1C=C(c2ccc3c(c2)OCO3)CCC1,-7,0.9,i,-13,3,-4,-3,0,1

# More structures:
SMILES,eLon inh,MsrA inhibitor,Neddyl block,FAS TE block,MT1-MMP act inh,MsrA act,Rin1-Abl PPI inh,NRP1-CendR mod,SKN-1 block
CC(/C=N/NC(=O)Cc1cccs1)=C\c1ccco1,13,3.2,i,-7,-5,-3,-4,-23,15
CNCc1sccc1C,-4,0.1,i,-6,-5,-2,-3,11,6
COc1ccccc1NC(=O)COC(=O)C1CCCC1,1,-0.9,i,-2,9,-10,3,10,0
O=C(NCCC1=CCCCC1)c1c(O)nc2sccn2c1=O,-10,-0.8,i,6,-1,-4,3,7,1
Cc1c(N=C/C=C2\N(C)c3ccccc3C2(C)C)c(=O)n(-c2ccccc2)n1C,-5,6.1*,i,-10,0,-9,-1,-5,13
CSc1ccccc1NC(=O)c1ccc(C)o1,-4,-0.3,i,-4,-1,-1,0,-6,6
O=C(COC(=O)COc1ccccc1)Nc1ccc(Br)cc1F,-9,-1.3,i,-10,1,-2,2,6,6
CC(C)N1CC2=C(OC(N)=C(C#N)C2c2cccnc2)/C(=C/c2cccnc2)C1 (centres undefined),5,0.1,i,-12,1,-7,5,26*,30
CC(=O)c1cnc2c(-c3ccccc3)c(C(F)(F)F)nn2c1C,-4,-0.6,i,14,-6,-10,0,-14,-1
CCCCSc1nnc(-c2ccc(C)cc2)n1C,-6,-0.6,i,-4,12,-2,3,6,-13
CN(Cc1ccccc1)C(=O)c1cccc(NC(=O)Cc2ccc(NC(=O)C3CCCN(C(=O)CCc4ccccc4)C3)cc2)c1 (centres undefined),-10,0.9,i,0,2,-1,-3,-22,-12
